Screens deposited in PubChem BioAssay by several laboratories.
p-CIP stab down: compounds decreasing mouse p/CIP protein stability; Q05BA5; F442A p/CIP-EGFP cells, EGFP fluorescence, 16 h; decrease of EGFP signal, % at 10 µM; 0.01% of 290,000 active; AID 1984;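 active = EGFP signal decrease of at least 30% at 10 µM or well 3 SD below plate mean, unless failing retest; inactive = the rest, including hits failing retest or dose response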; also: some compounds called inactive have numbers as strong as hits; many of its hits are not listed in these tables
IDE cell inh: inhibits human insulin-degrading enzyme in HEK cells. P14735. FAbetaB cleavage, fluorescence polarization. inhibition, % at 5.59 µM. 0.41% of 320,000 active;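 active = percent inhibition above the average of all tested compounds plus 3 SD, set per screening campaign, cut at about 16% in these data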;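 also: IDE supplied by intact live HEK cells; FP after avidin binding of uncleaved biotin substrate so inhibition keeps polarization high; 0% = DMSO wells and 100% = 60 µM reference IDE inhibitor Ii1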
VIM-2 inhibitor: blocks Pseudomonas aeruginosa VIM-2 metallo-beta-lactamase. inhibition, % at 5.6 µM. AID 1527. 0.89% of 290,000 active. purified VIM-2, nitrocefin hydrolysis, epi-absorbance fluorescence;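 active = inhibition above the mean of all tested compounds plus 3 SD, cutoff set per screening run, cut at about 7.5% in these data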;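 also: red hydrolysis product quenches plate fluorescence so inhibitors raise well fluorescence; 0% = enzyme with DMSO and 100% = DMSO without enzyme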
M18AAP inhibitor: PfM18AAP enzyme inhibition; recombinant PfM18AAP, H-Glu-NHMec fluorogenic cleavage; inhibition, % at 7.35 µM; 1.2% of 290,000 active; AID 1822;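 active = inhibition above the campaign mean inhibition over all tested compounds plus 3 SD, cut at about 28% in these data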;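 also: 0% = plate median of test compound wells and 100% = 2 mM ZnCl2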
GPR7 antagonist: blocks human GPR7 receptor signaling; P48145; GPR7-expressing cells, fluorescence antagonist assay; inhibition, % at 4.4 µM; 1.1% of 290,000 active; in the data active = inhibition above about 16%, passing the limit was not always enough;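 also: cells stimulated with the agonist NPW; 0% = agonist with vehicle and 100% = vehicle without agonist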
Target sequence (P48145 whole entry, looked up): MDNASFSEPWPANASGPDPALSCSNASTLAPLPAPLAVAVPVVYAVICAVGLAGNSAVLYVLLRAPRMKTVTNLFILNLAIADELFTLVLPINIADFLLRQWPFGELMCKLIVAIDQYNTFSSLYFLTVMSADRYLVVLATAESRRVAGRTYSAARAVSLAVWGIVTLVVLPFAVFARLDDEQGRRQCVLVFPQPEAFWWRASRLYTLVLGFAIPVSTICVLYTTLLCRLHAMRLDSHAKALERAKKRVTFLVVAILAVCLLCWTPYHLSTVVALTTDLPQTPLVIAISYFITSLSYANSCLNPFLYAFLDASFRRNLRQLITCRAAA
IDE act: activators of human insulin-degrading enzyme in cells | activation, % at 5.96 µM | HEK cells, FAbeta-B cleavage, fluorescence polarization; 0% vehicle, 100% cell-free pure enzyme wells | P14735 | AID 493087 | 0.073% of 340,000 active;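 active = activation above the mean of all tested compounds plus 3 SD, set per screening campaign, cut at about 17% in these data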
NALP1 inh: NALP1 inhibition. S. cerevisiae NALP1/ASC/caspase-1 growth, X-gal OD620, 72 h. inhibition, % at 10 µM. 0.61% of 280,000 active. AID 2071; in the data active = inhibition mostly above about 24%, no sharp cut-off; inactive = mostly below about 32%; also: some compounds called inactive have numbers as strong as hits
IMP-1 inhibitor: blocks Pseudomonas aeruginosa IMP-1 metallo-beta-lactamase. inhibition, % at 5.6 µM. 0.45% of 290,000 active. purified IMP-1, nitrocefin hydrolysis, epi-absorbance fluorescence;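 active = inhibition above the mean plus 3 SD of all compounds in the same screening run, cut at about 4.5% in these data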;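 also: 0% = IMP-1 with DMSO and 100% = DMSO wells lacking enzyme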
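System – purified recombinant IMP-1 beta-lactamase · Input – IMP-1 dispensed at 0.2 nM · Timing – 15 min preincubation plus 25 min reaction at 25 °C · Signal – Epi-absorbance fluorescence, 480 nm excitation, 530 nm emission · Measure – percent IMP-1 inhibition derived from blank-referenced optical density · Controls – Enzyme-plus-DMSO low control, enzyme-free DMSO high control · Replication – singlicate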
PHOSPHO1 inh: blocks human PHOSPHO1 phosphatase activity | 1.1% of 290,000 active | inhibition, % at 13.3 µM | Q8TCT1 | AID 1565 | recombinant PHOSPHO1, absorbance phosphatase assay; in the data active = inhibition above about 60%
Target sequence (Q8TCT1 whole entry, looked up): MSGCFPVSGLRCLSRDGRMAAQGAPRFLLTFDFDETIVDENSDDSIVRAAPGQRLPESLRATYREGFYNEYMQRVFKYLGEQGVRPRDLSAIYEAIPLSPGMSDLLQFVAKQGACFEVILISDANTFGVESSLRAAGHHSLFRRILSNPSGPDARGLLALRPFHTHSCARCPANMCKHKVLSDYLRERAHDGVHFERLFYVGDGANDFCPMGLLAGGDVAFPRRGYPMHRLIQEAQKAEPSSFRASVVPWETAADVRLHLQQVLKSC
* marks the source's active call; other numbers are inactive results; nt = not tested or not shown. Not a hit list; any-hit rate near 5.3%.

SMILES	p-CIP stab down	IDE cell inh	VIM-2 inhibitor	M18AAP inhibitor	GPR7 antagonist	IDE act	NALP1 inh	IMP-1 inhibitor	PHOSPHO1 inh
CCCN1CCN(CC(=O)Nc2nnc(CC)s2)CC1	5	3	-1.2	2	-13	-3	3	-0.9	-21
Cc1csc(SCC(=O)NC(C)c2ccc(F)cc2)n1 (configuration not stated)	-6	6	0.2	-3	-11	3	8	-2.0	23
CCN1CCN(c2cc(C)c3cc(NC(=O)Cc4ccccc4OC)ccc3n2)CC1	-4	1	1.0	-5	4	5	26	-1.7	0
Nn1cc(-c2ccccc2)nc1SCC(=O)NCCc1ccccc1	-1	2	-2.0	5	-8	4	15	-2.2	-35
CC1CC(C)CN(C(=O)c2ccc(NC(=O)c3ccc(=O)[nH]c3)cc2)C1 (configuration not stated)	1	2	-1.3	9	2	3	18	-0.3	-4
Fc1ccc2c(c1)C1C=CCC1C(c1cc3c(cc1Br)OCO3)N2 (configuration not stated)	-18	6	-1.7	-1	-5	2	12	-2.7	37
CCOC(=O)N1CCN(C(=O)C2CCN(S(=O)(=O)c3ccc(OC)cc3)CC2)CC1	-6	5	0.9	1	0	3	-4	-0.9	8
CC1=NN(C2=NS(=O)(=O)c3ccccc32)C(C)(O)C1 (configuration not stated)	2	-3	-0.9	31*	-12	6	4	-4.1	31
CCOC(=O)c1sc(=NC(=O)c2ccccc2)n(C)c1C	1	-1	-0.8	5	-7	2	3	-3.1	1
C=CCn1c(C(C)(C)C)nc2ccccc21	0	0	-1.1	-7	-13	1	3	-2.2	3
Cn1c(=O)c2c(nc(Sc3ccccc3N)n2C)n(C)c1=O	-2	-1	-2.0	5	-5	1	3	-3.4	6
O=C(NC1CCSc2ccccc21)c1ccc(C(F)(F)F)cc1 (configuration not stated)	-11	4	-3.6	1	-10	2	6	-3.1	16
CCN(C(=O)c1ccc(S(=O)(=O)N(C)C)cc1)C(C)C(=O)Nc1ccc(C)cc1 (configuration not stated)	-21	1	-3.1	7	25	-4	-21	-3.6	59
Cc1noc(C)c1COC(=O)c1cccnc1SCC(=O)Nc1ccc2c(c1)OCO2	6	0	-0.5	1	6	1	2	-1.7	-6
Cc1cccc(NC(=O)C2CCN(S(=O)(=O)c3cccc4nsnc34)CC2)c1	-6	0	-0.4	-1	2	5	-3	-1.9	-8
O=C(O)C(F)(F)S(=O)(=O)O	-3	9	-0.2	-4	-6	2	-1	0.1	19
COc1ccc(NC(=O)c2oc3cc(C)c(C)cc3c2C)c(OC)c1	10	4	-0.6	-4	-6	6	10	-1.3	-2
CC(C)CCn1nnnc1C(c1ccc(F)cc1)N1CCN(C(=O)c2ccco2)CC1 (configuration not stated)	-15	6	-2.9	2	12	-4	13	-4.2	-7
CC(CCc1ccccc1)NC(=O)CSc1ccccc1 (configuration not stated)	-13	7	-4.6	3	2	8	21	-2.5	-8
COc1cc(/C=N/NC(=O)CCn2nnc3ccccc32)ccc1O	-16	1	-2.3	-2	-1	6	7	-1.8	-1
Cn1c(SCC(=O)Nc2ccc(Cl)cc2)nc(O)cc1=O	-9	1	-1.9	-7	-7	-5	nt	-0.6	27
O=C(C1=C[C@@H](c2ccc(Br)cc2)C[C@@H](OCCCCO)O1)N1CCN(Cc2ccccc2)CC1	-7	-1	0.0	-10	7	2	16	-0.8	26
COc1ccccc1-c1nnc(SCCN2CCOCC2)n1-c1ccc(C)cc1	-1	10	-2.0	-1	-8	-4	9	-3.7	69*
CSc1nc2sc3c(c2c2nnnn12)CCCC3	6	5	3.1	3	2	-2	8	0.3	11

Limited to PHOSPHO1 inh, NALP1 inh and GPR7 antagonist (3 entries from above):
compound	PHOSPHO1 inh	NALP1 inh	GPR7 antagonist
COc1ccc(NC(=O)c2oc3cc(C)c(C)cc3c2C)c(OC)c1	-2	10	-6
COc1ccccc1-c1nnc(SCCN2CCOCC2)n1-c1ccc(C)cc1	69*	9	-8
COc1cc(/C=N/NC(=O)CCn2nnc3ccccc32)ccc1O	-1	7	-1

(next part)
SMILES	p-CIP stab down	IDE cell inh	VIM-2 inhibitor	M18AAP inhibitor	GPR7 antagonist	IDE act	NALP1 inh	IMP-1 inhibitor	PHOSPHO1 inh
O=C(NC(=S)Nn1cnc2c(cnn2-c2ccccc2)c1=O)c1ccccc1	-4	4	-0.6	-3	-4	2	6	-2.5	-6
CCOc1ccc(S(=O)(=O)N(CC)CC(=O)N2CCCC2)cc1	5	1	1.0	0	-6	-2	25	0.8	-3
CN(C)C(=O)CSc1nnc(CCNC(=O)OC(C)(C)C)o1	-8	-3	-2.8	-7	-4	2	7	-4.0	2
CCOC(=O)NC(=O)CN1C(=O)NC2(CCc3ccccc32)C1=O (configuration not stated)	3	-2	-1.7	1	-13	-1	-7	-1.9	23
O=C(CNS(=O)(=O)/C=C/c1ccccc1)OC1CCOC1=O (configuration not stated)	6	3	0.8	-13	8	5	-7	-1.2	0
CN1CCN(c2oc(-c3ccccc3)nc2S(=O)(=O)c2ccc(Br)cc2)CC1	-5	5	0.4	-2	-3	3	18	0.5	61*
COc1cccc2sc(NN)nc12	1	1	-2.1	22	7	-3	5	-2.4	-18
C/C(=N\OC(=O)c1ccc(F)cc1)c1nccs1	10	4	0.2	9	17	7	3	0.7	29
Cc1ccc(NCC(=O)c2ccc([N+](=O)[O-])cc2)cc1	4	-2	-2.7	20	-4	-1	10	-0.7	-2
Nc1cc(C(=O)c2ccccc2)ccc1N1CCOCC1	-11	1	-1.7	2	-6	2	-81	1.8	16
COc1cc(NC(C(=O)Nc2cccc(C(C)=O)c2)c2ccccc2)cc(OC)c1OC (configuration not stated)	16	-5	0.0	5	-7	2	1	-2.1	-9
CC1CC(=O)Nc2ccccc2N1S(=O)(=O)c1ccc(Cl)cc1 (configuration not stated)	-2	5	-3.6	5	-13	4	16	-2.5	25
COc1cccc(C2=CC(c3cc(OC)ccc3OC)n3nnnc3N2)c1 (configuration not stated)	-1	2	0.4	-18	11	2	8	1.0	-18
Cc1nn(CC(=O)OCC(=O)NC(C)c2ccccc2)c(C)c1[N+](=O)[O-] (configuration not stated)	3	-2	-3.3	4	-8	3	12	-2.4	51
C=CCn1c(CCNC(=O)c2cccs2)nnc1SCC(=O)Nc1cccc(F)c1	-12	0	-0.1	-2	2	3	1	-0.9	-15
Nc1nnc(SCCCOc2ccc(F)cc2)s1	-10	-6	1.2	-13	-5	3	7	0.3	10
O=C(CNc1cccc(C(F)(F)F)c1)N/N=C/c1cccc(Br)c1	-12	1	-4.7	-4	-6	-1	24	-3.4	6
O=C(CCNC(=O)C1CCN(S(=O)(=O)c2ccccc2)CC1)NCc1ccccn1	10	2	-0.5	-7	-2	6	8	0.1	-2
Cc1ccccc1NC(=O)c1ccccc1	-4	0	-2.5	-5	-13	-3	1	-6.8	-14
CCc1c(C)nc2ncnn2c1N1CCCC(C(=O)NCCc2ccccc2)C1 (configuration not stated)	0	2	-1.8	-21	-14	5	-16	-1.6	-2
Cc1cc(C)cc(N(C(=O)c2csnn2)C(C(=O)NC(C)(C)C)c2cccs2)c1 (configuration not stated)	-2	2	-0.7	-6	5	6	8	-0.9	42
COc1ccc(OC)c(C2=NO[C@@](CC(=O)O)(C(=O)Nc3ccc4c(c3)OCCO4)C2)c1	-1	-1	-3.5	-2	4	4	-25	-1.6	29
S=c1[nH]ccn1-c1cccc(Cl)c1Cl	0	5	0.8	3	-3	7	nt	-5.0	-7
O=C(OCCN1CCN(C2=NS(=O)(=O)c3ccccc32)CC1)c1ccccc1F	-7	-3	-3.6	-11	-8	0	13	-2.9	16
CN(C(=O)CSc1nnc(-c2ccncc2)n1-c1ccccc1)C1CCS(=O)(=O)C1 (configuration not stated)	3	0	-1.7	-7	-7	-3	nt	-0.3	16
O=C(Nc1ccc2c(c1)Cc1ccccc1-2)c1cccnc1	2	5	-0.9	0	14	-4	6	-2.0	51
CC(C(=O)N1CCN(c2ccccc2F)CC1)c1ccc([N+](=O)[O-])cc1 (configuration not stated)	1	-3	-0.9	-1	36*	2	21	-0.5	25
Cc1ccc(NS(=O)(=O)c2cc(C(=O)O)ccc2Cl)c(C)c1	-16	-3	0.6	10	2	7	-7	-4.8	-3
CC(C)OC(=O)CSc1nnc(-c2cccnc2)n1N	8	-5	-3.2	-9	-7	1	8	-2.8	50
COc1cc(-c2nn3c(-c4ccccc4)nnc3s2)cc(OC)c1OC	-7	8	18*	8	-1	4	24	-3.0	39
CC(C)Cc1cc(C(=O)Nc2c(F)cc(F)cc2Br)no1	-18	2	-1.5	-10	-1	0	40	-1.5	6
CC(C)c1cccc(O)c(=O)c1	5	2	-1.4	1	-6	3	10	-1.9	28
CCCCOC(=O)CCc1c(C)[nH]c(=O)c(C#N)c1C	-15	0	-3.5	2	-13	-4	-3	-1.2	18
Nc1ncnc(Oc2cccc(C(F)(F)F)c2)c1[N+](=O)[O-]	-6	-5	-0.8	7	-3	-3	-14	-1.2	24
c1ccc(-c2nn3c(Cn4cnc5ccccc54)nnc3s2)cc1	-3	7	-0.5	3	-15	-3	29	-5.8	66*
CC(C)OC(=O)C1C2C=CC3(CN(C(C)c4ccc(Br)cc4)C(=O)C13)O2 (configuration not stated)	-21	1	-1.4	3	-4	5	-14	-3.7	15
Cc1ccccc1Cn1c(=O)[nH]c2ccccc21	-3	9	nt	nt	nt	4	1	nt	22
O=C(NCCCO)c1cc2c([nH]c3ccccc32)c(-c2ccccc2)n1	-7	nt	-1.2	3	-1	-5	-5	-2.3	47
Cc1cc(NC(=O)CCC(=O)N(Cc2cccs2)C(C(=O)NC2CCCC2)c2cccnc2)no1 (configuration not stated)	0	-2	-0.9	-1	-14	13	7	-2.7	-13
CCOc1ccc(S(=O)(=O)Nc2cccc(Cl)c2)cc1	nt	3	-2.6	-2	2	0	nt	-0.8	nt
CN(Cc1ccccc1)c1ncc(C=O)s1	4	0	-1.9	0	-6	1	5	-2.3	11
N#Cc1cccc(NC(=O)CNC(=O)Cc2ccccc2)c1	-3	-2	-2.2	0	-6	2	9	-1.7	23
Cc1c(C(=O)O)[nH]c2ccc([N+](=O)[O-])cc12	5	nt	-2.1	-4	-10	nt	-1	-2.5	27
Cc1ccc(S(=O)(=O)NCC(=O)N2CCOCCOCCOCCOCC2)cc1	1	-3	-0.6	-11	3	-1	14	-1.4	24
CCCCCCn1c(CN2CCCCC2C)nc2c1c(=O)n(C)c(=O)n2C (configuration not stated)	-6	2	-2.5	-6	0	3	11	-2.5	-10
CC1CCc2c(sc(/N=C/c3cccnc3)c2C(N)=O)C1 (configuration not stated)	-2	-1	-0.9	3	-1	nt	-6	0.9	20
O=C(CCC(=O)N(CC(=O)NC1CCCC1)c1cccc(F)c1)Nc1nccs1	-14	6	-1.9	-7	-3	2	3	-1.9	31
COc1ccc(NC(=O)CSc2ncnc3c2sc2ccccc23)c(OC)c1	-7	4	-1.5	1	-8	5	18	-2.8	-25
CCOC(=O)c1ccc(NC(=O)CCn2c(=O)oc3ccccc32)cc1	3	-3	0.3	6	11	3	-1	-3.1	1
